TrxR1 substrate – substrates of rat thioredoxin reductase 1; O89049; purified TrxR1 substrate turnover, NADPH consumption readout; Potency, µM (series often up to 114 µM), inactives show at the highest dose activity change, negative = substrate turnover; actives 0.01% (n = 390,000); AID 588456; further: potency means the concentration at half of the fitted maximal effect; on the % scale 0 is the no-effect control and ±100 the full control effect; nearly all actives have a fitted effect of over 50% in size
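Rat TrxR1, dispensed at 90 nM, was prereduced with 400 uM NADPH (final) for 5 min at ~22 deg C, then incubated with compound 15 min before 400 uM selenite. A first-read NADPH fluorescence drop versus no-compound background flagged substrates.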
USP1-UAF1 inh – USP1/UAF1 (human) deubiquitinase inhibition; recombinant USP1/UAF1, Ub-Rhodamine cleavage fluorescence; O94782; actives 0.23% (n = 390,000); AID 743255; Potency, µM (series often up to 57.1 µM), for inactives: at the top dose activity change, negative = inhibition, hits mostly inhibitors; further: potency means the concentration at half of the fitted maximal effect; on the % scale 0 is the no-effect control and ±100 the full control effect; nearly all actives have a fitted effect of over 60% in size; inactives centre near -12
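In this screen, compounds sit with the deubiquitinase complex (1nM) for 15 min at room temperature before Ub-Rho is added at 150nM final. Fluorescence rise is then followed for 6 reads every 60 seconds.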
TRHR agonist – TRH receptor (human) agonism; P34981; TRHR cells, calcium flux fluo-8, FDSS agonist mode; activation, % at 2 µM; actives 0.18% (n = 360,000); AID 493084; in the data active means activation above about 30%; further: 0% is about no effect
Target sequence (P34981 whole entry, looked up): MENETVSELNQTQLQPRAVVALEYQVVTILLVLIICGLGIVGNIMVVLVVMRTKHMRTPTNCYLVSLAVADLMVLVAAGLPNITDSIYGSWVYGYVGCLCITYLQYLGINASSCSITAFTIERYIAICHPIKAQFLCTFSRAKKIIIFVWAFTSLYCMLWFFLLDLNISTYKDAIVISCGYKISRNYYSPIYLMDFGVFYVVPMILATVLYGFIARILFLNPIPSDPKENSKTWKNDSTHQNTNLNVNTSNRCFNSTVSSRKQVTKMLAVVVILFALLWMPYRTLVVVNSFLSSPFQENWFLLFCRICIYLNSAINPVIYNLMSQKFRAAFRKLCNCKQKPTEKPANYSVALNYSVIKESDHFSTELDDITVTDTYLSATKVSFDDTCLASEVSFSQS
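Fluo-8-loaded TRHR cells; 10 s baseline, compound added, kinetic Ca2+ fluorescence read 1/s, agonist mode.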
TRHR enhancer – allosterically enhances the human TRH receptor; enhancement, % at 2 µM; actives 0.66% (n = 360,000); TRHR cells, fluo-8 calcium fluorescence, EC20 TRH enhancement; in the data active means enhancement above about 30%; further: 0% is about no effect
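Enhancer read-out: after compound pinning and an initial kinetic agonist-mode read, an EC20 of TRH (10 nM final) was injected and fluo-8 calcium signal (Ex 480/Em 530) followed at 1 s/cycle for 100 cycles in TRHR-expressing cells.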
mIDH1 inhibitor – human IDH1 R132H inhibition | AID 602179 | IDH1-R132H enzyme, NADPH consumption, diaphorase/resazurin fluorescence | Potency, µM (series often up to 76.6 µM), for the others: at the top dose activity change, negative = inhibition, hits mostly inhibitors | actives 0.093% (n = 390,000) | O75874; further: potency means the concentration at half of the fitted maximal effect; on the % scale 0 is the no-effect control and ±100 the full control effect; nearly all actives have a fitted effect of over 65% in size
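IDH1-R132H (0.5 ug/mL dispensed) in pH 7.5 Tris buffer was preincubated 30 min with compound, then given a substrate mix of 0.016 mM NADPH and 2 mM alpha-KG for 80 min at room temperature; remaining NADPH was read by diaphorase/resazurin fluorescence.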
rTrxR1 inhibitor – inhibitors of rat thioredoxin reductase 1. O89049. recombinant rTrxR1, NADPH fluorescence consumption, selenite substrate. Potency, µM (top dose mostly 114 µM), for inactives: at the top dose activity change, negative = inhibition, hits mostly inhibitors. actives 1% (n = 390,000); further: potency means the concentration at half of the fitted maximal effect; on the % scale 0 is the no-effect control and ±100 the full control effect; nearly all actives have a fitted effect of over 65% in size
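Rat TrxR1 (90 nM in the dispensed reagent) was pre-reduced with 400 uM NADPH for 5 min at room temperature, then incubated with compound for 15 min. After 400 uM selenite was added, NADPH fluorescence (Ex 340/Em 450 nm) was followed for 8 min.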
D2 ag – activates the human D2 dopamine receptor. activation, % at 2 µM. actives 0.53% (n = 340,000). HEK293 T-REx D2 cells, calcium flux agonist mode. AID 485358;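 active means activation over 3 SD above normal in the single-dose calcium agonist read, cut at about 30% in these data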; further: 0% is about no effect
Target sequence (P14416 whole entry, looked up): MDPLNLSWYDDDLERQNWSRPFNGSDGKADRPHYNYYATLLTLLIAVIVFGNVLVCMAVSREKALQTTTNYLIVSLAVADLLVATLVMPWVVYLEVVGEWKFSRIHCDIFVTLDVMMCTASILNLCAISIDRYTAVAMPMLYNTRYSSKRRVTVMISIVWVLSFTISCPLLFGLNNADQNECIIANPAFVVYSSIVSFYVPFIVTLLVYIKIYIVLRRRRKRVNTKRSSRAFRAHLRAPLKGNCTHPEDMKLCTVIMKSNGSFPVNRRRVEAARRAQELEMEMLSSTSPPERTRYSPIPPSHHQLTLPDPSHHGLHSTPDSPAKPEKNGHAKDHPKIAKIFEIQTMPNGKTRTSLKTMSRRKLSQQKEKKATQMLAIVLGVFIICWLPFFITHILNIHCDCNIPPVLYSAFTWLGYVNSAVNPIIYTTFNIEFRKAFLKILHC
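Calcium-flux readout, 1 cycle/sec over 180 s following compound pin transfer, in inducible HEK293 Trex D2 cells (force-coupled); dopamine controls included. Positive calcium responses during this window marked compounds as potential agonists.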
D2 antagonist – D2 dopamine receptor (human) antagonism | AID 485344 | P14416 | HEK293 TREx D2 cells, calcium flux, dopamine EC80 | actives 2% (n = 340,000) | inhibition, % at 10 µM; in the data active means inhibition above about 30%; further: 0% is about no effect
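Measurement of antagonist activity uses fluorescent calcium dye in inducible HEK293 T-REx D2 cells: 10 s baseline, compound addition with 180 s read, EC80 dopamine addition with a further 180 s read.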
Pin1 inhibitor – inhibitors of human Pin1; Pin1 FP peptide displacement, HiFluor488, 10 min; Q13526; actives 0.009% (n = 390,000); Potency, µM (titrated, usually from 115 µM), for inactives: at the top dose activity, negative = inhibition, usual class: inhibitors; AID 504891; active means well fitted inhibition curve with a large enough effect in the polarisation, with a control signal flat, not every such curve was filed as active; inconclusive means small, poorly fitted or top-dose-only effect, or effect the other way, or a change in a side signal; inactive means no such curve, though single readings can be large or run the other way; the % refers to the polarisation; further: potency means the concentration at half of the fitted maximal effect; on the % scale 0 is the no-effect control and ±100 the full control effect
Target sequence (Q13526 whole entry, looked up): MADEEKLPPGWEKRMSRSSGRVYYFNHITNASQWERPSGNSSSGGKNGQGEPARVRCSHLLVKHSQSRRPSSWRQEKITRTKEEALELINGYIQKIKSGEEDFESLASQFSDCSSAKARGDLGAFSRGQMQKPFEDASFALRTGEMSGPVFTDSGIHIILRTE
Active calls of the source: *; u = inconclusive; x = not tested or not shown; [ ] = another dose, or the depositor's remark. Unless noted, the call rests on the fitted dose curve; in most records, active means well fitted inhibition curve with a large enough effect; inconclusive means small, poorly fitted or top-dose-only effect; inactive means no such curve, though single readings can be large or run the other way.

item	Compound	TrxR1 substrate	USP1-UAF1 inh	TRHR agonist	TRHR enhancer	mIDH1 inhibitor	rTrxR1 inhibitor	D2 ag	D2 antagonist	Pin1 inhibitor
1	Cc1cc(C)n(-c2ccc(Cl)c(C(=O)Nc3cc(C(F)(F)F)ccc3Cl)n2)n1	-7.0%	-14.3%	-0.1	-1.6	7.2%	0.2%	0.5	-13.5	5.4%
2	CC1CN(S(=O)(=O)c2cccc(C(=O)Nc3ccc(S(=O)(=O)Nc4ncccn4)cc3)c2)CC(C)O1 (configuration not stated)	-2.3%	-10.8%	0.2	3.3	-3.4%	8.6%	1.0	4.2	6.2%
3	O=C(c1ccc(C(F)(F)F)cc1)N1CCC(c2nc(-c3ccc(S(=O)(=O)N4CCCC4)cc3)no2)CC1	-9.1%	-21.1%	0.4	-3.9	-1.4%	12.3%	1.0	x	-1.5%
4	O=C(NCCCc1ccccc1)c1ccc(-n2cncn2)c([N+](=O)[O-])c1	-2.2%	-18.7%	0.2	-2.2	0.0%	11.4%	-1.5	-9.0	-2.7%
5	COc1ccc(CNC(=O)CNC(=O)N2CC(=O)Nc3ccccc32)cc1	5.0%	-10.1%	0.1	-2.0	7.6%	10.4%	1.3	2.8	7.5%
6	COc1cc(C2NC(=O)NC(C)=C2C(=O)Nc2cc(C)cc(C)c2)ccc1O (configuration not stated)	15.2%	-14.4%	-0.4	-0.9	7.4%	10.2%	-0.5	x	-7.3%
7	O=C1Nc2ccc(Br)cc2/C1=C/C(=O)c1ccc2c(c1)OCO2	-5.1%	-0.7%	0.6	-5.2	u	-13.3%	0.7	-0.4	3.5%
8	CN(CC(=O)Nc1ccccc1Cl)C(=O)COC(=O)c1nc(Cl)c(Cl)c(Cl)c1Cl	-0.8%	u	-0.1	-2.6	2.6%	-22.0%	-1.2	19.2	-1.1%
9	COc1ccc(N(CC(=O)N/N=C/c2cccnc2)S(=O)(=O)c2ccc(C)cc2)cc1OC	-4.4%	-16.7%	0.1	-3.4	0.7%	-7.3%	x	x	-1.7%
10	CC(=O)NCCC(=O)NCC1(N(C)Cc2ccccc2)Cc2ccccc2C1	3.9%	-23.2%	-0.2	14.3	-1.6%	33.1%[11.4 µM]	0.4	-10.2	1.0%
11	COc1ccc(-c2csc(Nc3ccc(C)cn3)n2)cc1	5.7%[57.1 µM]	-18.2%	0.3	3.9	5.2%	28.1%[57.1 µM]	-0.1	2.9	7.7%
12	CCOC(=O)CNC(=S)N(CCCN1CCCCC1)Cc1cccs1	9.9%	-10.0%	0.1	4.0	-4.7%	3.1%[57.1 µM]	0.0	17.8	35.4%[activator]
13	O=C(CN1C(=O)CC(c2ccccc2)=Nc2ccccc21)NCc1ccccc1	-7.2%	-3.5%	-0.5	1.6	-1.4%	-13.3%	0.7	9.2	2.1%
14	COc1cccc(CC2(CO)CCCN(Cc3ccccc3-c3ccco3)C2)c1 (configuration not stated)	5.0%[57.1 µM]	-18.3%	-0.7	-0.3	0.1%	10.8%[57.1 µM]	0.3	-12.4	13.5%
15	O=C(CN1C(=O)COc2ccc(S(=O)(=O)N3CCCCCC3)cc21)N1CCN(c2ccccc2F)CC1	-4.9%	-27.7%	-0.4	-23.4	-1.3%	12.2%	-0.1	x	10.1%
16	CC(=O)c1ccc(S(=O)(=O)N2Cc3ccccc3CC2C(=O)O)cc1 (configuration not stated)	-4.9%[0.0914 µM]	u	-1.2	0.2	8.0%	-27.9%	0.2	-5.7	u
17	CCCCCN(C(=O)NC(=O)Nc1ccccc1C)S(=O)(=O)c1ccccc1	-1.6%	-13.7%	0.0	-5.1	0.7%	9.1%	-0.3	-10.2	-3.3%
18	COc1ccc2c(c1)[nH]c1c(=O)n(CCN3CCCC3)cnc12	6.0%[57.1 µM]	-9.5%	0.6	-1.8	4.5%	12.8%[57.1 µM]	0.1	15.8	1.6%
19	Cc1cc(/C=C(\C#N)C(=O)N2CCCCC2)cc(C)c1O	-3.2%	-17.3%	1.0	-4.3	0.0%	-4.3%	0.0	8.6	-4.0%
20	Cc1cc(=O)[nH]c(N2CCN(C(=O)c3ccco3)CC2)n1	13.9%[57.1 µM]	-17.4%	0.8	4.7	1.9%	9.2%	x	x	-6.6%
21	CCOCCCNC(=O)C(c1ccc(C)cc1)N(Cc1cccs1)C(=O)c1ccc(NC(C)=O)cc1 (configuration not stated)	-1.4%[2.29 µM]	-20.2%	-0.2	25.0	-5.1%	-11.4%	0.1	x	4.8%
22	O=C(NCCc1cccc(Cl)c1)c1cc2ccccc2oc1=O	1.8%[57.1 µM]	-14.8%	-0.1	-1.8	-1.1%	17.3%[57.1 µM]	0.7	-5.7	-0.1%
23	COc1cc(/C=N/O)cc(Br)c1OS(=O)(=O)c1ccc(C)cc1	-9.0%	-25.8%	0.2	2.9	6.8%	-0.8%	-1.9	4.0	-3.3%
24	COc1ccc(S(=O)(=O)N2CCOCC2)cc1NC(=O)Cc1ccc(Cl)c(Cl)c1	1.5%	-24.1%	-0.7	0.4	4.7%	1.9%	0.1	-18.2	4.9%
25	CC(C)(C)OC(=O)NCCc1nnc(SCC(N)=O)o1	-0.8%	5.1%	0.2	1.5	0.0%	6.2%	x	-6.0	-13.0%
26	Cc1nn(C)c(Oc2cccc(C(F)(F)F)c2)c1C#N	5.2%	-18.3%	-0.9	0.3	-1.4%	26.8%	-2.5	-1.0	-11.3%
27	CC1=C(C(=O)OC2CCCC(C)C2)C(c2ccccc2)NC(=O)N1 (configuration not stated)	-1.3%	-23.5%	-0.9	14.5	-0.1%	17.5%	1.0	2.6	-1.9%
28	C/C(Cc1ccccc1)=N/NC(=O)CNC(=O)C(c1ccccc1)c1ccccc1	-1.5%	-15.8%	-0.7	21.3	0.0%	2.1%	-1.7	2.2	-5.6%
29	O=C1CN(C(=O)COC(=O)c2cccnc2Cl)c2ccccc2N1	6.8%[57.1 µM]	-25.7%	0.7	9.0	-1.5%	-4.5%	0.1	-11.0	6.6%
30	CC1(C)OC(=O)N(CCc2ccccc2)C1(C)O (configuration not stated)	7.6%[57.1 µM]	-13.6%	-0.1	-2.8	-0.2%	5.5%[57.1 µM]	-0.3	7.8	-1.6%
31	O=C(Nc1ccc(CN2CCOCC2)cc1)c1ccc(Br)o1	-1.3%	1.1%	-0.3	13.6	9.1%	13.3%	x	x	-9.1%
32	O=C(Cc1ccc(-n2cccc2)cc1)NCc1cccs1	-3.3%	0.2%	-0.8	-1.7	2.3%	-10.1%	-1.0	-4.2	1.4%
33	O=C(C1=C[C@@H](c2ccc(C(F)(F)F)cc2)C[C@@H](OCc2ccc(CO)cc2)O1)N1CCN(Cc2ccc3c(c2)OCO3)CC1	3.8%	-13.7%	1.5	3.4	-4.1%	15.1%	0.0	-0.2	12.2%
34	COc1ccc(S(=O)(=O)N2CCOCC2)cc1NC(=O)COC(=O)c1ccc([N+](=O)[O-])s1	6.1%[57.1 µM]	u	x	x	5.5%	-8.9%[11.4 µM]	x	x	-9.9%
35	COc1cc(NC(=O)C/C(C)=N/NC(=O)C(=O)NCCO)c(OC)cc1Cl	10.7%[2.29 µM]	-4.0%	-1.2	-1.1	0.8%	22.8%[2.29 µM]	-0.7	-3.5	-1.7%
36	O=C(CSc1nc2[nH]ncc2c(=O)[nH]1)NCCc1ccccc1	-0.7%	-12.4%	0.1	-1.2	-1.5%	12.7%	0.8	5.5	-5.8%
37	CCC(CC)NC(=O)CCCSc1nc2ccccc2[nH]1	-18.1%[11.4 µM]	-9.2%	-0.5	11.9	10.1%	36.7%[activator][11.4 µM]	2.1	-6.4	-1.4%
38	COCCCN(C(=O)c1ccco1)c1nc(-c2ccc(OC)cc2)cs1	-9.7%[57.1 µM]	u	0.7	-6.0	2.7%	4.2%[57.1 µM]	1.2	13.6	2.4%
39	CSC1=NC2(CCCCC2)C2=C(CCCC2)N1	8.2%[57.1 µM]	u	0.0	-3.4	4.7%	13.6%	-0.1	2.8	0.3%
40	CCOc1ccc(-n2ccnc(SCC(=O)Nc3cccc(OC)c3)c2=O)cc1	21.7%	-2.7%	-0.4	-1.2	0.7%	38.0%	-0.2	1.3	6.5%
41	CC(C)CC(=O)Nc1ccc(-c2nc3ccccc3c(=O)[nH]2)cc1	-5.1%	-12.4%	0.1	-0.4	7.0%	12.6%[57.1 µM]	-0.3	9.5	-3.9%

Reformatted: 4 of the compounds above.
28. C/C(Cc1ccccc1)=N/NC(=O)CNC(=O)C(c1ccccc1)c1ccccc1
  TrxR1 substrate = -1.5%	USP1-UAF1 inh = -15.8%	TRHR agonist = -0.7	TRHR enhancer = 21.3	mIDH1 inhibitor = 0.0%	rTrxR1 inhibitor = 2.1%	D2 ag = -1.7	D2 antagonist = 2.2	Pin1 inhibitor = -5.6%
29. O=C1CN(C(=O)COC(=O)c2cccnc2Cl)c2ccccc2N1
  TrxR1 substrate = 6.8%[57.1 µM]	USP1-UAF1 inh = -25.7%	TRHR agonist = 0.7	TRHR enhancer = 9.0	mIDH1 inhibitor = -1.5%	rTrxR1 inhibitor = -4.5%	D2 ag = 0.1	D2 antagonist = -11.0	Pin1 inhibitor = 6.6%
30. CC1(C)OC(=O)N(CCc2ccccc2)C1(C)O (configuration not stated)
  TrxR1 substrate = 7.6%[57.1 µM]	USP1-UAF1 inh = -13.6%	TRHR agonist = -0.1	TRHR enhancer = -2.8	mIDH1 inhibitor = -0.2%	rTrxR1 inhibitor = 5.5%[57.1 µM]	D2 ag = -0.3	D2 antagonist = 7.8	Pin1 inhibitor = -1.6%
31. O=C(Nc1ccc(CN2CCOCC2)cc1)c1ccc(Br)o1
  TrxR1 substrate = -1.3%	USP1-UAF1 inh = 1.1%	TRHR agonist = -0.3	TRHR enhancer = 13.6	mIDH1 inhibitor = 9.1%	rTrxR1 inhibitor = 13.3%	D2 ag = x	D2 antagonist = x	Pin1 inhibitor = -9.1%

Source: PubChem (National Center for Advancing Translational Sciences (NCATS))

A portion of the library. The share of hits here may be higher or lower than overall.
